Compound activity: PubChem, several laboratories
Scp-1 inhibitor – Scp-1 (human) phosphatase inhibition; inhibition, % at 20 µM; Q9GZU7; Recombinant Scp1, phosphopeptide, malachite green phosphate absorbance; AID 493091; actives 0.88% (n = 340,000);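 active means inhibition above about 50% at 20 µM, limit read from the data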;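 further: plate controls were DMSO wells with enzyme for no effect and wells lacking enzyme for full effect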
Target sequence (Q9GZU7 76-261 limits assumed): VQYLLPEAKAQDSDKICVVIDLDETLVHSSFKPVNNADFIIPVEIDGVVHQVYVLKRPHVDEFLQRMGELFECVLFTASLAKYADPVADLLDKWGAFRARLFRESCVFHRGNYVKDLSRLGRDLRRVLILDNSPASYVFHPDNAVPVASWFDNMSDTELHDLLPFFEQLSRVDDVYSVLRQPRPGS
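Test system – truncated SCP-1 phosphatase (76-261aa) · Reagent – Phosphorylated 17-residue peptide substrate · Incubation – 45 min room-temperature reaction, 5 min colour, 30 min stabiliser · Detection – colorimetric phosphate reagent with accelerator and stabiliser, absorbance at 630 nm · Measure – % inhibition at 20 µM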
STEP block – STEP (human) phosphatase inhibition | P54829 | recombinant STEP, OMFP fluorogenic substrate, fluorescence | inhibition, % at 20 µM | actives 0.25% (n = 360,000) | AID 588621;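 active means inhibition at 20 µM, scaled per plate between control wells, above about 37%, limit read from the data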;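 further: 0% = DMSO with enzyme and substrate and 100% = substrate only without enzyme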
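material = STEP tyrosine phosphatase | reagent = fluorogenic phosphatase substrate OMFP at 25 µM final | doses = single compound dose of 20 µM, 1% DMSO final | schedule = 20 min reaction, room temperature, in the dark | measured by = fluorescence, 480/540 nm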
NadD block – blocks S. aureus nicotinate mononucleotide adenylyltransferase; purified NadD enzyme, colorimetric absorbance read-out; inhibition, % at 20 µM; actives 0.78% (n = 360,000); in the data active means inhibition above about 26%; further: some compounds past the cut are filed as inactive
Tb MetRS inh – blocks T. brucei methionyl-tRNA synthetase activity | purified T. brucei MetRS, ATP depletion, Kinase-Glo luminescence | inhibition, % at 11.9 µM | actives 0.4% (n = 360,000) | AID 624268;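 active means inhibition above a per-plate cutoff of the control wells' mean inhibition plus 3 SD, cut at about 5.5% in these data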;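 further: 0% = DMSO wells median and 100% = median of wells with control inhibitor compound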
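System: purified T. brucei MetRS enzyme / Detection: Kinase-Glo luciferase luminescence reporting remaining unconsumed ATP / Medium: HEPES buffer with MgCl2, KCl, DTT, spermine, BSA, pyrophosphatase / Replication: singlicate, one well per compound / Evaluation: percent inhibition relative to median high and low control wells / Schedule: 2 h aminoacylation at 25 °C after 15 min preincubation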
Rpn11 inh – blocks the human proteasome subunit Rpn11; AID 588493; calls only at 20 µM; actives 0.59% (n = 360,000); O00487; human 26S proteasome, Ub4-pepOG fluorescence polarization; 20S core pre-blocked with epoxomicin;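 active means inhibition at 20 µM, scaled to each plate's controls, above about 33%, limit read from the data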
Target sequence (O00487 whole entry, looked up): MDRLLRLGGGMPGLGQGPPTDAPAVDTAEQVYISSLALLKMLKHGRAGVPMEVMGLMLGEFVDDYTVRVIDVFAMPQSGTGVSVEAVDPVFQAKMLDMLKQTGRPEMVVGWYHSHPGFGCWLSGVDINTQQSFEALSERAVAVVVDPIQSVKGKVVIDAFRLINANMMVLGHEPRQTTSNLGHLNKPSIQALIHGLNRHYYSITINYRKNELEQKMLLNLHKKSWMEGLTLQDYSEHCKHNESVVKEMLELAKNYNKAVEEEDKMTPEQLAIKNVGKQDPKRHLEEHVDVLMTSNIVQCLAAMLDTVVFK
CSN deneddyl inh – CSN deneddylation inhibition. Purified CSN, SCF-Nedd8-OG deneddylation, fluorescence polarization. inhibition, % at 12.5 µM. actives 0.38% (n = 360,000);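 active means pattern-corrected inhibition above about 35%, with an unprinted fluorescence ratio check between 0.5 and 1.5, limit read from the data, passing the limit was not always enough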;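 further: 0% = enzyme with substrate and 100% = substrate without enzyme; some results filed as inactive read as strong as hits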
Target sequence (Q92905 whole entry, looked up, one chain of several): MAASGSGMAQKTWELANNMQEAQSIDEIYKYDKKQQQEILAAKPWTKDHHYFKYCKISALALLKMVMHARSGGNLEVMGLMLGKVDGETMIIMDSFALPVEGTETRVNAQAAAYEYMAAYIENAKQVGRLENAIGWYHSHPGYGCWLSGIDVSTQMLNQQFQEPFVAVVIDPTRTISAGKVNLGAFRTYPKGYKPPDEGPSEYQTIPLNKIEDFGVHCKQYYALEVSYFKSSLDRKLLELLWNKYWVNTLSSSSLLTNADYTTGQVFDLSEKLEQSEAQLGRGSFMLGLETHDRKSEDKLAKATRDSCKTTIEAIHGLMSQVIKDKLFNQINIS
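Assay system: Purified human Csn5 enzyme expressed in HEK293T cells | Amount: Enzyme 0.24 nM | Measured by: Fluorescence polarization readout | Medium: Tris/NaCl/DTT buffer, pH 7.5 | Compound dosing: One concentration, 12.5 µM, 0.25% DMSO | Times: 90 min incubation of compound, enzyme and substrate at room temperature | Control set: no-enzyme wells high, enzyme-with-substrate wells low | Read-out: % inhibition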
LMPTP block – blocks human LMPTP phosphatase; P24666; recombinant LMPTP-A, OMFP fluorogenic substrate, fluorescence intensity; inhibition, % at 20 µM; actives 0.22% (n = 360,000); AID 651560;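 active means compounds that cut the enzyme signal by at least half of the control window in the single-dose screen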;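 further: plate controls were DMSO wells with enzyme plus substrate for no effect and substrate without enzyme for full effect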
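material = LMPTP-A | quantity = 0.625 nM enzyme | reagent = OMFP substrate, 400 µM final | buffer or medium = Bis-Tris pH 6.0, DTT, detergent | detection = endpoint fluorescence intensity from OMFP dephosphorylation | dosing = single 20 µM dose | read-out basis = % inhibition relative to no-enzyme and uninhibited control wells | control set = no-enzyme and uninhibited controls | timing = 50 min at room temperature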
MsrA inhibitor – inhibits bovine methionine sulfoxide reductase A; purified bovine MsrA, absorbance read-out; inhibition, % at 15.5 µM; actives 0.75% (n = 360,000); in the data active means inhibition above about 4.5%;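 further: 0% = vehicle wells with enzyme and 100% = reference inhibitor wells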
DNMT1 inh – inhibitors of human DNMT1; DNMT1 molecular beacon, Hinp1I cleavage, fluorescence; inhibition (reported as % activation of signal), % at 10 µM; actives 0.83% (n = 360,000); AID 588458; in the data active means inhibition above about 50%
SUMO1 PPI mod – SUMO1-SIM interaction modulation; SUMO1 binding to a labelled peptide, TR-FRET, 1 h; AID 602429; P63165; actives 0.33% (n = 360,000); inhibition, % at 20 µM; in the data active means inhibition above about 37%
Target sequence (P63165 whole entry, looked up): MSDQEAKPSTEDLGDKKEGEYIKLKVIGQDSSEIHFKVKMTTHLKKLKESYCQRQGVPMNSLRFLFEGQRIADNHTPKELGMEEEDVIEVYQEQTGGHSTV
Numbers without * were called inactive; i = inactive; / = not tested or not shown.

SMILES | Scp-1 inhibitor | STEP block | NadD block | Tb MetRS inh | Rpn11 inh | CSN deneddyl inh | LMPTP block | MsrA inhibitor | DNMT1 inh | SUMO1 PPI mod
CNC(=O)C(=O)NCC(c1cccs1)S(=O)(=O)c1ccc(C)cc1 (stereo not drawn) | 4 | 0 | -9 | -0.8 | i | 2 | -2.1 | 0.5 | 1 | -3
CCOC(=O)c1c(-c2ccccc2)oc2cc(Br)c(O)cc12 | -7 | -1 | -14 | -0.9 | i | 3 | 1.3 | -0.7 | -13 | 4
CCOC(=O)C1(Cc2ccccc2)CCCN(Cc2ccccn2)C1 (stereo not drawn) | -7 | 0 | -5 | 0.3 | i | 9 | -1.2 | -0.9 | 2 | 7
O=C(CSc1nc2ncccc2[nH]1)NC1CCCC1 | -1 | 0 | -4 | 0.5 | i | -4 | -1.9 | -0.9 | 2 | 6
Cc1ccc(S(=O)(=O)N2CCCC2)cc1C(=O)NCc1ccccn1 | -10 | 2 | -9 | 0.1 | i | 5 | -1.5 | 0.5 | 3 | 0
CCOc1ccc(C(=O)NCc2cccs2)cc1 | -2 | 0 | -7 | -0.5 | i | 6 | -0.1 | -0.9 | -1 | -2
COC(=O)c1ccc(N2CCOCC2)c(NC(=O)c2ccc3c(c2)OCO3)c1 | -5 | -4 | -3 | -0.6 | i | -2 | -0.5 | 0.7 | 1 | 0
CNC(=O)N(O)C1N(/N=C/c2ccccc2O)C(=S)SC1(C)C (stereo not drawn) | -16 | -4 | -3 | -0.2 | i | 0 | -1.2 | 2.1 | 0 | -8
Cc1nc(SCC(=O)N2CCC(Cc3ccccc3)CC2)[nH]c(=O)c1C | 2 | 0 | -5 | -0.1 | i | 1 | -0.2 | -0.1 | 2 | 5
CC(=O)O/N=C/c1c(C)c(C=O)n2ccccc12 | 6 | 2 | 9 | -0.4 | i | 2 | 1.2 | 3.3 | 4 | -11
CC(C)CN1CCC(=O)N([C@H](CSc2ccc(Br)cc2)Cc2ccccc2)CC1 | 4 | 2 | -3 | -0.3 | i | -4 | 3.9 | -1.9 | 10 | 7
CCOC(=O)c1cccc(NC(=O)CCc2c(C)nc3ncnn3c2C)c1 | -8 | 1 | 1 | 0.0 | i | 3 | -0.2 | -0.5 | 1 | 2
CCOC(=O)C(C)NC(=O)C(NC(=O)C1CCC(CC)CC1)C(C)C (stereo not drawn) | -5 | -2 | -4 | 1.7 | i | 1 | 0.9 | 0.0 | -2 | 0
COc1ccc(-c2ccc(/C=C3/C(=N)N4C(C)=CSC4=NC3=O)o2)c([N+](=O)[O-])c1 | -2 | 0 | 12 | 0.6 | i | 1 | 12 | -0.2 | -4 | 17
O=C(CSc1nnc(CNC(=O)c2ccccc2F)o1)NC1CCCC1 | -5 | -1 | -2 | -0.3 | i | 0 | -1.5 | 0.0 | 2 | 4
Cc1nc2c(nnn2Cc2ccccc2)c(=O)n1-c1ccccc1 | 16 | -2 | 0 | -0.2 | i | -1 | 1.1 | 0.7 | 1 | -2
COc1cccc(C2/C(=C(\O)c3ccc4c(c3)OCCO4)C(=O)C(=O)N2Cc2cccnc2)c1 (stereo not drawn) | 1 | 3 | 12 | 0.1 | i | 1 | 3.3 | 0.9 | -1 | -8
CC(=O)c1cccc(NC(=O)C2CC(=O)N(C3CCCC3)C2)c1 (stereo not drawn) | 5 | 0 | -2 | 0.3 | i | 7 | -0.3 | 0.2 | 2 | 0
O=C1C=C(c2cccc(Br)c2)C[C@@H](c2ccc(Cl)cc2)C1 | -11 | 2 | -1 | -0.4 | i | -3 | 2.1 | 0.1 | 1 | -9
CCn1c(SC(C)C(=O)Nc2ccc(N3CCOCC3)cc2)nnc1-c1ccco1 (stereo not drawn) | -3 | 1 | 2 | -0.2 | i | -5 | 0.0 | -0.9 | -2 | 3
O=C(O)CC1(C(=O)O)CCCC1 | 9 | -3 | -1 | -0.5 | i | 0 | 0.0 | -0.8 | 1 | 0
CC#CC#Cc1cccc(=O)o1 | 54* | 17 | -2 | -1.2 | i | 1 | 7.6 | 3.0 | 56* | -15
COc1ccc(C(C(=O)NCC2CCCO2)N(C(=O)c2snc(C(N)=O)c2N)c2ccccc2)cc1OC (stereo not drawn) | -5 | -1 | -12 | -0.3 | i | 0 | 1.1 | 0.7 | -1 | -14
O=C(Cn1c(=O)[nH]c2ccccc2c1=O)Nc1ccc2c(c1)OCO2 | -5 | -2 | 6 | 0.1 | i | 5 | 3.6 | -0.5 | -7 | -3
CCOCCCn1cnc2c(c1=O)c1nc3ccccc3nc1n2-c1ccccc1 | -4 | 1 | 4 | -0.4 | i | -1 | -1.0 | 2.6 | 1 | -19

The list continues.
SMILES | Scp-1 inhibitor | STEP block | NadD block | Tb MetRS inh | Rpn11 inh | CSN deneddyl inh | LMPTP block | MsrA inhibitor | DNMT1 inh | SUMO1 PPI mod
Nc1nnc(SCc2coc(-c3ccc(Cl)cc3)n2)s1 | -5 | 2 | 0 | 5.1 | i | 3 | 0.0 | 0.6 | 3 | -4
COc1ccccc1N1CCN(/N=C/c2cc(OC)c(O)c(OC)c2)CC1 | -14 | -1 | 3 | -1.2 | i | 1 | -2.8 | 1.6 | 0 | -3
CC1(C)CN(c2cccc(Br)c2)C1=O | -4 | 0 | -5 | 0.1 | i | -4 | -1.7 | -1.8 | -2 | -3
O=C(Nc1ccc(F)c(Cl)c1)c1cc(C2CCCN(C(=O)CCc3ccccc3)C2)on1 (stereo not drawn) | / | -2 | -7 | -0.3 | i | 5 | 3.7 | -0.8 | -5 | -1
Cc1ccc(S(=O)(=O)CC(=O)Nc2nc(C(C)(C)C)cs2)cc1 | -5 | -2 | -3 | 0.1 | i | -2 | 1.4 | 0.4 | 0 | 0
Cc1cc(C)c2c(CN3CCN(CCO)CC3)cc(=O)oc2c1 | -18 | -1 | -4 | -0.2 | i | -3 | -1.3 | -0.5 | 13 | -2
Cc1nc2sc3c(NCc4ccco4)ncnc3c2c2c1COC(C)(C)C2 | -11 | -1 | 4 | -0.9 | i | -2 | 3.9 | -0.1 | -7 | 14
COc1ccc(/C(N)=N/OC(=O)CCCN2C(=O)c3ccccc3C2=O)cc1OC | -3 | 1 | -7 | -0.6 | i | -13 | 1.0 | 1.7 | 1 | -3
CC(=O)c1ccc(OCC(O)CN2CCCC(C)C2)cc1 (stereo not drawn) | -11 | 0 | -3 | 0.3 | i | -1 | -1.1 | -0.1 | -2 | 4
CCOC(=O)Cc1c(C)nc2c(-c3ccccc3)c(C)[nH]n2c1=O | -6 | 0 | 2 | -0.6 | i | 7 | -1.2 | -0.7 | -1 | 1
O=C(NCc1cccs1)C1CCC(CNS(=O)(=O)c2cccc3nsnc23)CC1 (stereo not drawn) | 7 | 2 | 0 | -0.8 | i | 2 | -0.6 | -1.0 | -1 | -34
O=C(COC(=O)c1ccccc1O)NCc1ccccc1Cl | -2 | 0 | -4 | 0.0 | i | 0 | 0.6 | 0.0 | 4 | 2
O=C(O)C1C2CCCCC2=C2CCCCC2C1C(=O)Nc1nccs1 (stereo not drawn) | -2 | 3 | 6 | -0.1 | i | -3 | -0.5 | 0.7 | -11 | 10
Cc1cccc(C(=O)Nc2cccc(-c3ccc4nncn4n3)c2)c1 | -10 | 0 | -2 | -0.4 | i | 2 | 0.1 | 0.1 | 45 | -15
C=CCC(Nc1ccccc1)C12C=CC(O1)C(C(=O)OC)=C2C(=O)OC (stereo not drawn) | -15 | 2 | -2 | -0.9 | i | 4 | -1.1 | 0.4 | 0 | 0
CSCC(=O)N1CCCC(C(=O)c2cc(F)ccc2F)C1 (stereo not drawn) | -3 | -4 | -1 | -0.1 | i | -1 | -0.2 | 0.1 | 0 | -2
Cc1cc(C(=O)NC2CCCc3c2cnn3-c2cccc(C)c2C)no1 (stereo not drawn) | 0 | 1 | 2 | -0.6 | i | 2 | -0.1 | -0.8 | -1 | 1
CC(OC(=O)c1ccc(Cl)cc1O)C(=O)NCCC1=CCCCC1 (stereo not drawn) | -4 | 4 | -9 | -0.4 | i | 0 | -0.5 | 0.9 | 4 | -1
O=S(=O)(NCCS(=O)(=O)N1CCN(c2ccc(F)cc2)CC1)c1ccccc1 | / | 2 | -4 | -0.2 | i | 2 | -0.2 | 0.4 | 1 | -4
O=C(CN1CCC(C(=O)c2ccc(F)cc2)CC1)Nc1ccccc1Cl | -3 | -2 | -3 | 0.5 | i | 1 | -0.4 | -0.6 | 1 | 9

Rewritten with two lines to a compound: part of the list above.
Each structure is followed by: Scp-1 inhibitor | STEP block | NadD block | Tb MetRS inh | Rpn11 inh | CSN deneddyl inh | LMPTP block | MsrA inhibitor | DNMT1 inh | SUMO1 PPI mod
> O=C(COC(=O)c1ccccc1O)NCc1ccccc1Cl
 : -2 | 0 | -4 | 0.0 | i | 0 | 0.6 | 0.0 | 4 | 2
> O=C(O)C1C2CCCCC2=C2CCCCC2C1C(=O)Nc1nccs1 (stereo not drawn)
 : -2 | 3 | 6 | -0.1 | i | -3 | -0.5 | 0.7 | -11 | 10
> Cc1cccc(C(=O)Nc2cccc(-c3ccc4nncn4n3)c2)c1
 : -10 | 0 | -2 | -0.4 | i | 2 | 0.1 | 0.1 | 45 | -15
> C=CCC(Nc1ccccc1)C12C=CC(O1)C(C(=O)OC)=C2C(=O)OC (stereo not drawn)
 : -15 | 2 | -2 | -0.9 | i | 4 | -1.1 | 0.4 | 0 | 0
> CSCC(=O)N1CCCC(C(=O)c2cc(F)ccc2F)C1 (stereo not drawn)
 : -3 | -4 | -1 | -0.1 | i | -1 | -0.2 | 0.1 | 0 | -2
> Cc1cc(C(=O)NC2CCCc3c2cnn3-c2cccc(C)c2C)no1 (stereo not drawn)
 : 0 | 1 | 2 | -0.6 | i | 2 | -0.1 | -0.8 | -1 | 1
> CC(OC(=O)c1ccc(Cl)cc1O)C(=O)NCCC1=CCCCC1 (stereo not drawn)
 : -4 | 4 | -9 | -0.4 | i | 0 | -0.5 | 0.9 | 4 | -1
> O=S(=O)(NCCS(=O)(=O)N1CCN(c2ccc(F)cc2)CC1)c1ccccc1
 : / | 2 | -4 | -0.2 | i | 2 | -0.2 | 0.4 | 1 | -4
> O=C(CN1CCC(C(=O)c2ccc(F)cc2)CC1)Nc1ccccc1Cl
 : -3 | -2 | -3 | 0.5 | i | 1 | -0.4 | -0.6 | 1 | 9
